DYRK1A inh = inhibitors of rat Dyrk1A kinase. inhibition, % at 12.5 µM. ADP-Glo luminescence, NFATc1 peptide. hit rate 0.43% among 310,000. Q63470. AID 504441; in the data active means inhibition above about 50%;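 further: plate controls were vehicle with enzyme for no effect and no enzyme for full effect; many of its hits are not listed in these tables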
KCNK3 inh = human KCNK3 channel inhibition, primary screen. CHO-KCNK3 thallium flux, FluxOR fluorescence; stronger effect = lower value. B-score at 10 µM. hit rate 0.84% among 340,000. AID 602410;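 active means B-score under library mean minus 4 SD, starting fluorescence ratio at most library mean plus 5 SD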;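 further: more negative B-score means stronger inhibition of thallium flux through KCNK3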
Target sequence (O14649 whole entry, looked up): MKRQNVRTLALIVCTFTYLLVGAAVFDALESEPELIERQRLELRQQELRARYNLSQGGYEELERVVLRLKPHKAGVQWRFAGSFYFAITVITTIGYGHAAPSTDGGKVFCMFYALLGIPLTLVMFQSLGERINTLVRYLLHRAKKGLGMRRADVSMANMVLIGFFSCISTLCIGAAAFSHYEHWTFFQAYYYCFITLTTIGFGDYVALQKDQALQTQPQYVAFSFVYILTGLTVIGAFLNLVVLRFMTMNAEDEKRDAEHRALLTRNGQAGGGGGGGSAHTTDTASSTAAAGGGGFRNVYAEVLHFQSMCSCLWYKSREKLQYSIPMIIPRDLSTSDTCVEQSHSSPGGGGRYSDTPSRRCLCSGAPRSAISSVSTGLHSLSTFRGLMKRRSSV
GSK3 alpha inh = human GSK-3 alpha kinase inhibition; P49840; inhibition, % at 10 µM; ADP-Glo luminescence, 60 min; hit rate 0.1% among 320,000;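 in the data active means inhibition above about 50%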;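 further: GST-tagged GSK-3 alpha with peptide substrate and 25 µM ATP; 0% = DMSO neutral wells and 100% = GW8510 positive control wells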
Target sequence (P49840 whole entry, looked up): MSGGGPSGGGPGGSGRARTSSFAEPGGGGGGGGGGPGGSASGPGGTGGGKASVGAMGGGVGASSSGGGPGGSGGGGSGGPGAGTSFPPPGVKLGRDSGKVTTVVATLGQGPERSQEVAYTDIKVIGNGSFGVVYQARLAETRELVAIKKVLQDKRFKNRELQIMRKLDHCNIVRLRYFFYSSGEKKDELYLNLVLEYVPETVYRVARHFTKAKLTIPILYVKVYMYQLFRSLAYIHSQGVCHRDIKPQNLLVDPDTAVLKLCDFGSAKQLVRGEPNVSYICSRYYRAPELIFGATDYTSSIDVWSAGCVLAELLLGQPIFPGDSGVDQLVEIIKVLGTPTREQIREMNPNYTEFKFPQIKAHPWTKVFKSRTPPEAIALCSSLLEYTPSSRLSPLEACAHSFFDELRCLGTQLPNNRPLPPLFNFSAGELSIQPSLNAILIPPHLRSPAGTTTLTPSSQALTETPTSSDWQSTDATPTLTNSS
Active calls of the source: *; i = inactive. An excerpt; rates above refer to the full screens.

SMILES	DYRK1A inh	KCNK3 inh	GSK3 alpha inh
O=C(CCC(=O)c1cccs1)NCc1ccccc1Cl	-6	i	2
CSCCC(NC(=O)c1ccccc1Cl)C(=O)N1CCN(C(C)=O)CC1 (stereo not given)	-3	i	-48
O=C(CCNS(=O)(=O)c1ccc(Br)cc1)NC1CCC(O)CC1 (stereo not given)	1	i	0
O=C(COC(=O)c1ccc(S(=O)(=O)N2CCCC2)cc1)NCCc1ccc(F)cc1	4	i	1
O=C(COC(=O)Cn1cnc2ccccc21)Nc1ccc(OC(F)F)cc1	-3	i	-1
CC(Sc1ccccn1)C(=O)Nc1ccc2c(c1)OCO2 (stereo not given)	-5	i	-2
Cc1noc(C)c1C(=O)OCC(=O)NCCc1ccccc1	0	i	1
NC(=O)C1CCN(c2nc(-c3ccccc3C(F)(F)F)cs2)CC1	8	i	-1
Cc1c(C(=O)N2CCN(Cc3cccs3)CC2)oc2ccccc12	0	i	-2
CC1(C)CC(=O)C2=C(C1)OC(N)=C(C#N)C2CCc1ccccc1 (stereo not given)	0	i	-3
CCCNC(=O)c1ccc(N2CCC3(CC2)CC(c2cccc(Br)c2)=NO3)c(N)c1	-3	i	-2
COc1ccccc1-c1sc2ccccc2c1-c1ccc2c(c1)OCCO2	8	i	-2
CCOc1ccccc1C(=O)N[C@H](C(=O)NNC(=O)c1cccs1)C(C)C	3	i	-1
O=C(CCl)Nc1cccc(S(=O)(=O)NC2=NCCCCC2)c1	-3	i	-2
CCOc1cc(N2CCOCC2)c(OCC)cc1NC(=O)CSc1nnc(N)s1	1	i	1
COc1ccc(NC(=O)N(C)C[C@H]2Oc3c(NS(=O)(=O)c4cn(C)cn4)cccc3C(=O)N([C@H](C)CO)C[C@@H]2C)cc1	-5	i	0
O=C(O)c1cccc(OS(=O)(=O)c2cc(Br)ccc2Br)c1	-1	i	0
O=C(CN1CCN(S(=O)(=O)c2ccc(Cl)cc2)CC1)NCC1(N2CCOCC2)CCCCC1	-3	i	-6
C[C@H](CO)N1C[C@H](C)[C@H](CN(C)Cc2ccc(Oc3ccccc3)cc2)Oc2ccc(NC(=O)Nc3cccc4ccccc34)cc2CC1=O	-5	i	-2
Cc1ccc(NC(=O)Cc2nc(COC(=O)c3c(F)cccc3Cl)cs2)cc1	-6	i	0
Cc1ccccc1OCCC(=O)OCC(=O)NNC(=O)c1cccs1	-2	i	0
COc1ccc(S(=O)(=O)N(C)C[C@H]2Oc3ccc(NS(=O)(=O)c4ccc(F)cc4)cc3C(=O)N([C@H](C)CO)C[C@@H]2C)cc1	-7	i	-1
O=C(O)c1cc(Cl)ccc1OS(=O)(=O)c1ccc(Cl)s1	4	i	-5
O=C(OCCCc1cc2ccccc2c(=O)o1)N1CCOCC1	2	i	2
CC(C)NC(=O)N(C)C[C@H]1Oc2c(NS(=O)(=O)c3ccc(F)cc3)cccc2C(=O)N([C@H](C)CO)C[C@@H]1C	1	i	-2
CCSc1nnc(NC(=O)c2ccc3nc[nH]c3c2)s1	-2	i	-1
COc1ccc2cc(C(c3nnnn3CCc3ccccc3)N3CCC(O)CC3)c(=O)[nH]c2c1 (stereo not given)	8	i	-1
COc1cc(/C=C/C(O)=C/C(=O)/C=C/c2ccc(O)cc2)ccc1O	-1	i	-3
O=C(CS(=O)(=O)c1cn(Cc2cccc(F)c2)c2ccccc12)N1CCOCC1	2	i	-1
COC(=O)[C@]1(Cc2ccccc2)N[C@H](CN(C)C(=O)c2ccc(F)cc2)[C@@H]2C(=O)N(Cc3ccccc3)C(=O)[C@@H]21	-4	i	-1

Shown with the structure last: entries from further up
| DYRK1A inh | KCNK3 inh | GSK3 alpha inh | SMILES |
| --- | --- | --- | --- |
| 1 | i | 1 | CCOc1cc(N2CCOCC2)c(OCC)cc1NC(=O)CSc1nnc(N)s1 |
| -5 | i | 0 | COc1ccc(NC(=O)N(C)C[C@H]2Oc3c(NS(=O)(=O)c4cn(C)cn4)cccc3C(=O)N([C@H](C)CO)C[C@@H]2C)cc1 |
| -1 | i | 0 | O=C(O)c1cccc(OS(=O)(=O)c2cc(Br)ccc2Br)c1 |
| -3 | i | -6 | O=C(CN1CCN(S(=O)(=O)c2ccc(Cl)cc2)CC1)NCC1(N2CCOCC2)CCCCC1 |
| -5 | i | -2 | C[C@H](CO)N1C[C@H](C)[C@H](CN(C)Cc2ccc(Oc3ccccc3)cc2)Oc2ccc(NC(=O)Nc3cccc4ccccc34)cc2CC1=O |
| -6 | i | 0 | Cc1ccc(NC(=O)Cc2nc(COC(=O)c3c(F)cccc3Cl)cs2)cc1 |
| -2 | i | 0 | Cc1ccccc1OCCC(=O)OCC(=O)NNC(=O)c1cccs1 |
| -7 | i | -1 | COc1ccc(S(=O)(=O)N(C)C[C@H]2Oc3ccc(NS(=O)(=O)c4ccc(F)cc4)cc3C(=O)N([C@H](C)CO)C[C@@H]2C)cc1 |
| 4 | i | -5 | O=C(O)c1cc(Cl)ccc1OS(=O)(=O)c1ccc(Cl)s1 |
| 2 | i | 2 | O=C(OCCCc1cc2ccccc2c(=O)o1)N1CCOCC1 |
| 1 | i | -2 | CC(C)NC(=O)N(C)C[C@H]1Oc2c(NS(=O)(=O)c3ccc(F)cc3)cccc2C(=O)N([C@H](C)CO)C[C@@H]1C |
| -2 | i | -1 | CCSc1nnc(NC(=O)c2ccc3nc[nH]c3c2)s1 |
| 8 | i | -1 | COc1ccc2cc(C(c3nnnn3CCc3ccccc3)N3CCC(O)CC3)c(=O)[nH]c2c1 (stereo not given) |

Following part:
SMILES	DYRK1A inh	KCNK3 inh	GSK3 alpha inh
COc1ccc(-c2oc(=O)c3cc(OC)c(OC)cc3c2C#CC2(O)CCCCC2)cc1	7	i	1
CC(=O)NC12CC3CC(C1)CC(C(=O)N(C)CC(=O)Nc1cccc(F)c1)(C3)C2	3	i	0
CCC1(c2ccc(Cl)cc2)NC(=O)N(CC(=O)N2CCN(C(=O)c3ccco3)CC2)C1=O (stereo not given)	0	i	-3
CCN(CC(=O)Nc1ccccc1C(F)(F)F)C(=O)C1CCN(C(=O)Nc2ccccc2)CC1	-5	i	-4
COc1cccc(NC(=O)CN(C)C(=O)c2cccc(S(=O)(=O)N3CC4(C)CC3CC(C)(C)C4)c2)c1 (stereo not given)	3	i	1
Fc1cccc(CCN2CCNC[C@@H]2CC2CCCCC2)c1	2	i	4
O=C(NCc1ccc(OC(F)(F)F)cc1)c1cccc2c1C(=O)c1ccc(N3CCCC3)cc1S2(=O)=O	-17	i	2
Cc1[nH][nH]c(=O)c1C(c1c(C)[nH][nH]c1=O)c1cn(Cc2cccc3ccccc23)c2ccccc12	-4	i	-2
CCCCN1C(Nc2ccccc2)=NC[C@@H]1C	-7	i	0
COc1cc(OC)cc(-c2c(-c3cccs3)c3cc(-c4ccc5cc[nH]c5c4)ccc3n2C)c1	0	i	0
CC(=O)Nc1ccc(NC(=O)C(C)OC(=O)c2ccc(S(=O)(=O)N3CCCCC3)cc2)cc1 (stereo not given)	-1	i	0
COC(=O)c1ccc(C)c(NC(=O)CSc2nnc3ccccn23)c1	2	i	2
CC(=O)Nc1ccc(S(=O)(=O)N(C)CC(=O)NNC(=O)Cc2nc3ccccc3n2C)cc1	0	i	1
COc1ccc(NC(=O)Nc2cccc3c2O[C@H](CN(C)C(=O)Nc2ccccc2)[C@@H](C)CN([C@H](C)CO)C3=O)cc1	6	i	-2
CCCCCCSc1ccc(-c2nc3cnccn3c2NCCCC)cc1	3	i	-1
N#Cc1ccccc1NC(=O)COC(=O)C1CCN(C(=O)c2ccc(Cl)cc2)CC1	-2	i	4
Cc1c(NC(=O)c2cc(S(=O)(=O)N3CCCCC3)ccc2Cl)c(=O)n(-c2ccccc2)n1C	-3	i	-3
CC(C)C[C@H](NC(=O)c1nc[nH]c1C(=O)N[C@@H](CCCCN)C(=O)OC(C)(C)C)C(=O)OC(C)(C)C	-2	i	6
CC(=O)N1CCN(C(=O)COC(=O)COc2c(C)cc(C)cc2C)CC1	-3	i	3
Cc1ccc(C(=O)NCC(=O)NCc2ccccc2F)s1	5	i	-2
Cn1sccc1=O	4	i	-2
Cc1ccc(C(=O)NCCCN2CCOCC2)cc1S(=O)(=O)N1CCOCC1	1	i	3
CCOC(=O)N1CCN(C(=O)CNC(=O)c2ccccc2F)CC1	0	i	-1
O=C(COC(=O)c1ccc(Br)cc1)NC(=O)NCc1ccccc1	-6	i	2
COc1ccc2c(c1)[C@H]1[C@H](CO2)[C@H](c2ccccc2)[C@]2(C)C(=O)Nc3ccccc3C(=O)N12	5	i	0
Cc1ccc(NS(=O)(=O)c2cccc(C(=O)NCC(c3ccco3)N3CCCC3)c2)cc1 (stereo not given)	11	i	-4
Cn1c(-c2ccsc2)c(-c2cccs2)c2cc(-c3cccc4[nH]ccc34)ccc21	-4	i	-2
COc1ccc(C2(c3ccc(OC)cc3)NC(=O)N(CC(=O)N3CCOCC3)C2=O)cc1	7	i	-1
COc1ccc(-c2ccc3c(c2)S(=O)(=O)c2cccc(C(=O)NCc4cc(C)oc4C(F)(F)F)c2C3=O)cc1OC	2	i	-2
Cc1noc(NS(=O)(=O)c2ccc(NC(=O)COc3ccc(C#N)cc3)cc2)c1C	4	i	-2
NC(=O)c1ccc(NC(=O)COC(=O)C2COc3ccccc3O2)cc1 (stereo not given)	4	i	-2
COc1ccc(C(=O)NCc2ccncc2)cc1S(=O)(=O)NCc1ccc(Cl)cc1	4	i	0
CC1CCCN(CC(=O)Nc2cc(S(=O)(=O)N3CCOCC3)ccc2N2CCCC2)C1 (stereo not given)	0	i	-1
CC(C)(C)OC(=O)NCc1ccc(CNC(=O)c2[nH]cnc2C(=O)NC2CCN(C(=O)OC(C)(C)C)CC2)cc1	-1	i	-2
CC(C)CN1CCN=C1N(C)C	3	i	0
O=C(CCNC(=O)c1ccccc1)NCc1ccccc1F	-4	i	-38
COc1cc2c(cc1NC(=O)c1cncc(Br)c1)oc1ccccc12	2	i	-1
COCCn1c(SCC(=O)c2c(N)n(C3CC3)c(=O)[nH]c2=O)nnc1-c1cccc(C)c1	-1	i	7
COc1ccc(C=NNc2ccc(S(=O)(=O)Nc3ccccc3C(=O)O)cc2[N+](=O)[O-])c(OC)c1	0	i	1
O=C(C[C@H]1C/C=C\C[C@H](Cc2ccc(F)cc2)C(=O)OC[C@@H]2CCCN2C1=O)N[C@H](CO)Cc1ccccc1	2	i	0
O=C(OCC(=O)N1CCCC1)c1ccccc1C(=O)c1ccccc1	7	i	-1
O=C(c1cc(-c2ccco2)nc2ccccc12)N1CCN(Cc2ccccc2)CC1	-7	i	-1
CCOc1ccccc1CNc1ncnc2ccc(-c3c(C)noc3C)cc12	20	i	-3
CC(C)Cn1nc(C(=O)NCc2ccccc2CN2CCCC2)c2ccccc2c1=O	-3	i	0
C[C@H](CO)N1C[C@H](C)[C@@H](CN(C)S(=O)(=O)c2cccs2)Oc2c(NC(=O)c3ccncc3)cccc2C1=O	3	i	-1
O=C(CSc1ncnc2ccccc12)NC1CCS(=O)(=O)C1 (stereo not given)	8	i	-2
CN1CCC(N(C)C(=O)c2ccc(Cl)c(S(=O)(=O)Nc3cc(Cl)ccc3Cl)c2)CC1	-7	i	0
CN(CC(=O)Nc1ccc(Cl)c(C(F)(F)F)c1)C(=O)Cn1cc([N+](=O)[O-])ccc1=O	9	i	11
Cc1c(Cc2ccccc2)sc(/N=C/c2ccc3ccccc3c2)c1C(N)=O	2	i	0
COc1ccc(OC[C@@H](O)CNC(=O)c2cccc3c2C(=O)c2ccc(-c4ccc(F)cc4OCc4ccccc4)cc2S3(=O)=O)cc1	-46	i	-56
Oc1cc(-c2cccnc2)cc2cccnc12	36	i	-2
CC(OC(=O)C1CCN(c2ccc(C(F)(F)F)cn2)CC1)C(=O)Nc1cccc([N+](=O)[O-])c1 (stereo not given)	1	i	-1
O=C(NCC(c1ccco1)N1CCCCC1)c1cnc(Cl)c(Cl)c1 (stereo not given)	-3	i	1
CC(C)(C)C1CCC(C(=O)Nc2ccc(N3CCOCC3)cc2N2CCOCC2)CC1 (stereo not given)	0	i	-4
Cn1cccc1C(=O)OCC(=O)Nc1ccc2[nH]c(=O)[nH]c2c1	1	i	0
COc1ccc(CC(=O)Nc2cccc(Cl)c2C)cc1S(=O)(=O)N1CCOCC1	-5	i	-4
COc1cc(OC)cc(-c2c(-c3ccc(F)cc3)c3cc(-c4ccc5[nH]ccc5c4)ccc3n2C)c1	2	i	1
COc1cc(/C=C/C(=O)OCC(=O)NCc2ccc(F)cc2)ccc1O	0	i	0
C[C@]12c3[nH]c4ccccc4c3CCN1C(=O)C(CC(=O)NCc1ccco1)C[C@@H]2C(=O)N1CCCCC1 (stereo not given in full)	2	i	-2
O=C(Cn1nc(C(=O)O)c2ccccc2c1=O)Nc1cc(S(=O)(=O)N2CCOCC2)ccc1Cl	-3	i	-4

Other records follow:
SMILES	DYRK1A inh	KCNK3 inh	GSK3 alpha inh
Cc1noc(C)c1-c1ccc2ncnc(NC(C)c3ccco3)c2c1 (stereo not given)	58*	i	3
CC(=O)c1ccc(N2CCN(S(=O)(=O)c3ccc4ccccc4c3)CC2)cc1	-2	i	0
COc1cc(C#Cc2c(-c3cncn3C)n(C)c3ccc(-c4ccc(CN5CCOCC5)cc4)cc23)cc(OC)c1	-1	i	-1
COc1ccc(N2CCN(C(=O)[C@H](C)N3C(=O)C4CC=CCC4C3=O)CC2)cc1 (stereo not given in full)	-5	i	-1
O=C(NN=C(c1ccccc1)c1ccccn1)c1ccccc1	-1	i	0
Cc1ccc(C)c(OCCC(=O)Nc2cccc(S(=O)(=O)NC3=NCCCCC3)c2)c1	3	i	0
CC(C)(C)OC(=O)NCCCCCNC(=O)c1ncn(Cc2ccccc2)c1C(=O)NCCCCCNC(=O)OC(C)(C)C	2	i	1
CN(C)C(=O)c1ccc(NC(=O)CSc2nnc(-c3cccs3)n2N)cc1	4	i	6
CC1(C)CC(=O)C=C(c2ccc(OC(F)(F)F)cc2)C1	6	i	3
COc1ccc2nc(Nc3sc4c(c3C(N)=O)CCCC4)sc2c1	2	i	6
O=C(/C=C/c1ccccc1Cl)NNC(=O)c1ccncc1	0	i	7

Bioassay records as filed in PubChem.
